Assay outcomes deposited in PubChem BioAssay by several laboratories.
CDK5 inh – blocks human CDK5/p35 kinase activity. inhibition, % at 10 µM. Recombinant CDK5/p35, ADP-Glo luminescence, 60 min. AID 488839. 330,000 compounds, 0.01% hits;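 active = highest replicate inhibition of at least 50% and at least 75% of replicates reaching 50%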;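 also: plate controls were DMSO neutral control for no effect and GW8510 at 10 µM for full effect; many of its hits are not listed in these tables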
HTR5A inv ctr – inverse agonist of human HTR5A in OPRM1-OPRD1 counter-screen; HTR5A cell line, luminescence, inverse agonism; P47898; inhibition, % at 9.3 µM; 340,000 compounds, 0.083% hits; in the data active = inhibition mostly above about 23%, no sharp cut-off; inactive = mostly below about 18%;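 also: 0% = cells with DMSO and 100% = no-cell wells with DMSO; some compounds called inactive have numbers as strong as hits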
Target sequence (P47898 whole entry, looked up): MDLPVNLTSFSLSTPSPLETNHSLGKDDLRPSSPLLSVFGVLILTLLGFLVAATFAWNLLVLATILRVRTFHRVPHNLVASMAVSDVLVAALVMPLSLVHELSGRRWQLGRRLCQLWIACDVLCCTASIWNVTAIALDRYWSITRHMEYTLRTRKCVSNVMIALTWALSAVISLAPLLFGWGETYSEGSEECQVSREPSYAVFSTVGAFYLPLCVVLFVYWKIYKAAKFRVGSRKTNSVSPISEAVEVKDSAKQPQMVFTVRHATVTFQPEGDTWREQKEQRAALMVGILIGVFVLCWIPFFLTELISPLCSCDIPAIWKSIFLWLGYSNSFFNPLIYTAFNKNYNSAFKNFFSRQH
HTR5A ag ctr – activates human HTR5A in OPRM1-OPRD1 agonist counter-screen | 340,000 compounds, 0.61% hits | HTR5A agonist assay, luminescence, cell-based | AID 504692 | P47898 | activation, % at 9.3 µM; in the data active = activation mostly above about 9.5%, no sharp cut-off; inactive = mostly below about 7.6%;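 also: 0% = cells with vehicle only and 100% = reference agonist; strong numbers were not always called active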
Wnt act – activates Wnt/beta-catenin signaling in a reporter cell assay | activation, % at 9.35 µM | 300,000 compounds, 1.2% hits | activator, plate reader; in the data active = activation above about 30%, passing the limit was not always enough;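 also: 0% = neutral control wells and 100% = positive control wells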
MITF act – MITF TRPM1 promoter activation in melanoma cells; SK-MEL-5 TRPM1-promoter luciferase, 24 h; % of positive control, neutral wells = 0; activation, % at 12.5 µM; 300,000 compounds, 0.75% hits; AID 588334;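 active = mean activation of at least 80% with every replicate also reaching 80%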;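 also: 0% = neutral control wells and 100% = parthenolide positive control wells; values of inactives mirror those of a sister screen read the other way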
dFosB activator – enhances mouse delta FosB homodimer DNA binding; activation, % at 25 µM; purified delta FosB, TAMRA-CDK5 oligo fluorescence polarization; percent of positive-control signal above neutral wells; 340,000 compounds, 0.99% hits; P13346; AID 493131;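 active = mean activation above about 17%, with every replicate also reaching it, limit read from the data, passing the limit was not always enough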;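 also: fluorescence polarization rise as delta FosB binds a TAMRA Cdk5 AP-1 oligo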
Target sequence (P13346 whole entry, looked up): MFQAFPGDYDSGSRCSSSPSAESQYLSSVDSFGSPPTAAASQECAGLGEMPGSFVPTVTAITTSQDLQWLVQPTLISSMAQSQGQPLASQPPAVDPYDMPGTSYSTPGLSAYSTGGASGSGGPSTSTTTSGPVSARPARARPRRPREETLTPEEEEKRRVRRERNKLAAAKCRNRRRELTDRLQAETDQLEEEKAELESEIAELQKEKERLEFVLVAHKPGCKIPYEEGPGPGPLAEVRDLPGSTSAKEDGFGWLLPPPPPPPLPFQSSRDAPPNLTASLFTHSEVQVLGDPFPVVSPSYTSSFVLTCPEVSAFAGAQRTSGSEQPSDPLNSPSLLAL
NSD2 inh – blocks human histone methyltransferase NSD2. 310,000 compounds, 0.54% hits. NSD2 peptide methylation, AlphaScreen, 120 min. AID 743445. inhibition, % at 12.5 µM; in the data active = inhibition above about 50%
SR-BI DiI inh – mouse SR-BI HDL lipid transfer inhibition. Q61009. 320,000 compounds, 0.96% hits. inhibition, % at 12.5 µM. ldlA[mSR-BI] CHO cells, DiI-HDL uptake fluorescence, 3 h. AID 488896;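 active = mean replicate inhibition of at least 70% and a set share of replicates each scoring 70 or more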;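 also: 0% = median of neutral control wells and 100% = median of positive control wells; values of inactives mirror those of a sister screen read the other way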
PvdQ acylase – blocks Pseudomonas aeruginosa PvdQ acylase activity; purified PvdQ acylase, fluorescence plate reader; inhibition, % at 10 µM; 340,000 compounds, 0.063% hits; in the data active = inhibition above about 30%, passing the limit was not always enough;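 also: 0% = vehicle neutral wells and 100% = reference inhibitor wells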
V-ATPase pHluor – regulators of yeast V-ATPase proton transport | S. cerevisiae, pHLuorin cytosolic pH fluorescence | response, % at 10 µM | 350,000 compounds, 0.37% hits | AID 504577; in the data active = response mostly above about 7.3%, no sharp cut-off; inactive = mostly below about 5.4%; also: actives read high; inactives centre near 0; some compounds called inactive have numbers as strong as hits; reference of the scale not given here
* marks the source's active call; other numbers are inactive results; . = not tested or not shown.

No.	SMILES	CDK5 inh	HTR5A inv ctr	HTR5A ag ctr	Wnt act	MITF act	dFosB activator	NSD2 inh	SR-BI DiI inh	PvdQ acylase	V-ATPase pHluor
1	Cc1nc2ccccc2nc1Nc1cccc(Cl)c1	-0.2	-5	1	3	9	-3	-29	4	1	-1
2	O=C(CN1CCOCC1)Nc1ccc(S(=O)(=O)N2CCCCCC2)cc1	1.2	-2	3	.	-12	-3	-2	-18	-17	-2
3	O=C(NCCc1cccc(Cl)c1)c1cccnc1	0.1	-15	1	20	49	2	-8	0	7	2
4	O=C(c1cccs1)C1C(c2ccc(Br)cc2)NC(=S)NC1(O)C(F)(F)F (stereo not drawn)	1.8	-14	5	-3	-11	-2	1	9	-2	-1
5	Cc1c(C(=O)NCc2ccc3c(c2)OCO3)oc2ccc(S(=O)(=O)N3CCCCCC3)cc12	1.3	-7	5	-3	-8	-6	2	39	-16	-1
6	N/C(=N\OC(=O)c1cccc([N+](=O)[O-])c1)c1ccccn1	-4.8	0	0	8	10	-1	-2	-8	-3	2
7	COc1cc(C(C)=O)ccc1OCC(O)CN1CCN(c2c(C)cccc2C)CC1 (stereo not drawn)	1.0	-4	1	-1	8	-8	7	28	-8	-3
8	CCOC(=O)C1CCN(CC(O)COCc2ccc(Cl)cc2)CC1 (stereo not drawn)	-0.3	-44	12*	-2	-2	3	-3	-20	2	0
9	COc1ccc(N(CC(=O)O)S(=O)(=O)c2ccc(C)cc2)cc1Cl	4.4	1	0	-16	5	2	-4	-19	15	-1
10	O=C(C1CCCO1)N1CCN(S(=O)(=O)c2cccc3nsnc23)CC1 (stereo not drawn)	0.9	6	-2	-2	1	-7	2	-8	-10	2
11	NNc1nc(-c2ccccc2)cc(-c2ccccc2)n1	-2.4	43*	-16	-2	-28	-14	0	10	-9	0
12	Cc1ccc(OCC(=O)N(Cc2ccc(C)o2)C2CCS(=O)(=O)C2)cc1 (stereo not drawn)	-0.6	16	-4	0	-10	-3	4	-5	-8	1
13	CCCNC(=O)COCc1cc(-c2ccc3c(c2)OCO3)on1	1.0	1	0	3	43	-3	-5	6	1	1
14	COCCCN(C(=S)Nc1c(C)cc(C)cc1C)C(C)c1ccncc1 (stereo not drawn)	-0.2	-5	1	.	-11	5	-1	-35	-3	0
15	CC(=O)N1CCN(C(=O)c2ccco2)CC1	-0.1	1	0	0	-7	-1	-3	.	-5	-1
16	Cc1cc(C)nc(N(C#N)Cc2cccc([N+](=O)[O-])c2)n1	-2.1	1	0	1	2	2	2	25	36*	4
17	O=[N+]([O-])c1ccc2nc(NS(=O)(=O)c3ccccc3[N+](=O)[O-])sc2c1	-1.4	-8	3	-2	-4	2	4	.	2	-1
18	COc1cc(/C=C(\NC(C)=O)C(=O)Nc2ccc(NC(C)=O)cc2)ccc1OC(C)=O	0.6	-31	2	-3	3	-9	0	-34	-4	1
19	Cc1cccc(N(C)C(=O)c2cnn(-c3ccccc3)c2C)c1	0.2	-8	2	0	0	6	-5	11	5	-2
20	COc1ccc(CNC(=O)C2CCN(S(=O)(=O)N3CC(C)CC(C)C3)CC2)cc1 (stereo not drawn)	2.3	-2	-1	-1	-3	-13	-2	29	-13	4
21	COc1cc(OC)c(C2C(C#N)=C(N)OC3=C2C(=O)CC(C)C3)cc1OC (stereo not drawn)	-4.5	0	-2	-7	.	-2	0	-8	-5	3
22	Cc1cccc(/C(N)=N/OC(=O)CCCc2ccccc2)c1	0.9	-4	0	-1	18	2	-3	-5	-12	2
23	COc1ccccc1CNC(=O)c1oc2ccc(S(=O)(=O)N3CCOCC3)cc2c1C	-0.2	-8	3	1	.	-10	6	.	1	-2
24	COc1ccc(CNc2ccc(N3CCN(C(C)=O)CC3)cc2)cc1OC	0.1	-38	5	-5	.	6	.	-35	-15	-1
25	CN(Cc1cnn(C)c1)Cc1nc(Cc2ccccc2Cl)no1	2.8	-5	2	3	-8	2	-1	-15	7	-2
26	COc1ccc(S(=O)(=O)N2CCc3cc4c(cc3C2C)OCCCO4)cc1 (stereo not drawn)	.	5	-1	0	-10	-6	-8	-27	-13	-3
27	Cc1cc(C(=O)COC(=O)Cn2cnc3c2c(=O)n(C)c(=O)n3C)c(C)n1C	-1.3	-7	2	-1	.	-1	-3	-13	5	5
28	Cc1cc(C)cc(OCC(=O)NNC(=O)c2ccoc2C)c1	0.8	21	0	.	-1	0	0	17	-20	4
29	CCOC(=O)c1cc2ccc3ccccc3c2oc1=O	-1.0	8	-2	0	.	9	-6	5	3	0
30	CC(=O)OCP(C)(=O)COC(C)=O	-1.4	11	0	.	3	6	-1	-11	5	-2

Three of the compounds above, with two lines to a compound.
The line under a structure holds: CDK5 inh | HTR5A inv ctr | HTR5A ag ctr | Wnt act | MITF act | dFosB activator | NSD2 inh | SR-BI DiI inh | PvdQ acylase | V-ATPase pHluor
5	Cc1c(C(=O)NCc2ccc3c(c2)OCO3)oc2ccc(S(=O)(=O)N3CCCCCC3)cc12
 : 1.3 | -7 | 5 | -3 | -8 | -6 | 2 | 39 | -16 | -1
26	COc1ccc(S(=O)(=O)N2CCc3cc4c(cc3C2C)OCCCO4)cc1 (stereo not drawn)
 : . | 5 | -1 | 0 | -10 | -6 | -8 | -27 | -13 | -3
2	O=C(CN1CCOCC1)Nc1ccc(S(=O)(=O)N2CCCCCC2)cc1
 : 1.2 | -2 | 3 | . | -12 | -3 | -2 | -18 | -17 | -2

The results go on.
No.	SMILES	CDK5 inh	HTR5A inv ctr	HTR5A ag ctr	Wnt act	MITF act	dFosB activator	NSD2 inh	SR-BI DiI inh	PvdQ acylase	V-ATPase pHluor
31	Cc1ccc2cc(CCNC(=O)c3cccc([N+](=O)[O-])c3)c(=O)[nH]c2c1	-1.1	5	3	0	-14	-2	-1	7	-17	-2
32	O=S(=O)(NCc1ccccn1)c1ccc(Cl)s1	0.1	-9	4	-10	-7	5	2	-2	10	3
33	CCCc1cc(=O)n(-c2nc3ccccc3s2)[nH]1	0.9	-10	3	3	1	-4	79*	-6	0	1
34	CC(C)[C@H](NC(=O)c1ccccc1Cl)C(=O)NC1CCCCCC1	-0.9	3	-1	1	4	-2	5	-26	-9	1
35	CC(C)n1c(SCC(=O)N2CCN(C)CC2)nc2c1c(=O)n(C)c(=O)n2C	-0.2	-22	-5	-3	6	-2	.	-14	7	0
36	Cc1nn2cc(-c3ccc(Cl)cc3)cnc2c1Cl	1.9	0	0	32*	126*	-6	-4	14	4	-1
37	COc1ccccc1/C=C/C(=O)Nc1cccc(S(=O)(=O)NC2=NCCCCC2)c1	0.5	10	-4	-3	-2	-25	1	72*	-7	-8
38	CCn1c(SCC(=O)Nc2ccc3c(c2)OCCO3)nnc1C(C)C	1.4	4	-1	-1	-3	-5	-2	3	-17	1
39	COC(=O)c1cc(NC(=O)CSc2nnc(N)s2)ccc1Cl	-2.3	-6	-1	-1	-1	-23	-2	13	-18	-1
40	CCOC(=O)c1cnc(SCC(=O)Nc2ccc3c(c2)OCCO3)nc1N	-1.6	-25	7	.	37	-5	6	-13	-5	1
41	NC(=O)C1CC(=O)N(c2ccc(OCC(=O)N3CCCC3)cc2)C1 (stereo not drawn)	0.9	-16	4	0	-7	0	1	-22	-5	1
42	O=Nc1[nH]c(=O)c(/C=C(\O)c2ccccc2)nc1NO	-0.1	-6	2	-1	17	-9	26	6	-2	0
43	CCOc1ccc(NC(=O)CCNS(=O)(=O)c2ccc3c(c2)CCC(=O)N3)cc1	-0.8	-3	2	0	-11	-9	0	-20	-10	3
44	O=C(COc1ccc2c3c(c(=O)oc2c1)CCC3)N[C@@H](CSCc1ccccc1)C(=O)O	-0.7	-4	11	-2	3	-7	.	-8	-3	0
45	CCOc1ccc(C(=O)NCC(=O)NCCSc2ccc(Br)cc2)cc1OCC	0.5	6	3	-5	-8	-9	1	87*	-7	1
46	COc1ccc(CN2CCN(Cc3ccc(C(F)(F)F)cc3)CC2)c(OC)c1	1.9	2	-1	-6	1	-11	12	-2	-13	5
47	COc1ccc(NC(=O)c2cc(Br)c(Br)s2)cn1	0.4	-15	5	22	41	-16	.	20	-16	2
48	Cc1ccc(C(=O)Nc2c[nH]c(=O)[nH]c2=O)cc1	0.8	7	0	0	12	-28	0	-35	9	1
49	O=C(OCCc1cc2ccccc2c(=O)o1)c1cccc(Br)c1	1.3	-16	3	-1	4	1	.	5	-4	-1
50	S=C1NCCOCCOCCOCCOCCN1	-3.0	8	5	.	9	1	-1	0	-4	-1
51	Nc1ccc(Br)cc1C(=O)O	4.0	14	4	.	-4	-3	-1	-5	14	-8
52	O=C(COc1cc2oc(=O)cc(-c3ccccc3)c2cc1Cl)NCc1ccccn1	.	-20	5	-2	15	-18	.	-13	-10	-3
53	CCn1c(N2CCN(C(=O)C34CC5CC(CC(C5)C3)C4)CC2)nc2ccccc21	-1.3	-109	31*	.	9	-4	.	44	-11	-1
54	Cc1ccc(CNC(=O)CNS(=O)(=O)c2cccc3nsnc23)cc1	2.8	5	-2	-4	-2	5	0	.	-9	-1
55	COc1ccc(S(=O)(=O)N2CCCC2)cc1C(C)C	-0.7	4	-2	1	3	1	-1	22	-3	0
56	O=C(c1cccnc1)c1ncc(C(F)(F)F)cc1Cl	1.6	4	-1	-1	.	4	-1	0	-15	4
57	CC1CCN(S(=O)(=O)c2ccc3c(c2)n(C)c(=O)n3C)CC1	-0.8	-24	5	0	-6	7	0	10	0	-1
58	COc1cccc(Nc2c([N+](=O)[O-])cncc2[N+](=O)[O-])c1	1.7	26	2	-1	-16	-2	3	-18	-3	-1
59	Nc1c(C(=O)CSc2ccccn2)c(=O)[nH]c(=O)n1C1CC1	-0.4	9	-4	1	21	-8	-1	-18	-14	0
60	O=C(O)Cn1nc2c3c(cccc3c1=O)-c1ccccc1-2	0.8	0	0	-1	6	-11	-3	-3	8	-2
61	CCOc1ccc2c(c1)C(C)=CC(C)(C)N2S(=O)(=O)c1ccc(F)cc1	-0.9	-4	1	-2	-24	0	-2	11	-5	4
62	CCc1oc(C(=O)OC)cc1CSC(=N)N	-2.5	-19	-8	1	-4	2	.	.	-12	-7
63	COc1ccc(NS(=O)(=O)N2CCOCC2)cc1	0.4	3	3	-2	-2	5	-4	-11	-9	1
64	O=c1c(OC2OC(CO)C(O)C(O)C2OC2OC(CO)C(O)C(O)C2OC2OC(CO)C(O)C(O)C2O)c(-c2ccc(O)c(O)c2)oc2cc(O)cc(O)c12 (stereo not drawn)	-0.7	-3	3	-1	-1	4	.	-21	5	-1
65	CCn1c(SCC(=O)N/N=C/C=C\c2ccccc2[N+](=O)[O-])nc2ccccc21	-2.9	10	-4	.	-9	-4	11	37	-13	2
66	C/C(=N\NC(=O)c1cccc(Cl)c1)C1C(=O)c2ccccc2C1=O	-0.1	4	-1	13	11	-1	17	.	1	-3
67	Cc1ccccc1-c1nn[nH]n1	-0.4	-16	0	2	5	3	-2	-42	-9	-2
68	CCC(C)NC(=O)c1cn(CC)c2ccc(S(=O)(=O)N(C)C)cc2c1=O (stereo not drawn)	-3.6	10	-4	-2	8	-1	.	-3	-16	1
69	CCOC(=O)[C@@H]1[C@H]2COc3ccc(Br)cc3[C@@H]2N2C(=O)N(c3ccc(Cl)cc3)C(=O)[C@]12C	0.5	-24	1	-6	-1	-3	.	-17	2	-1
70	Cc1ccc(OCC(=O)Nc2cccc(S(=O)(=O)N3CCCCCC3)c2)c([N+](=O)[O-])n1	-2.2	5	-2	-3	-4	-14	-2	.	-7	1
71	O=[N+]([O-])c1cc2c(cc1CN1CCN(c3ccccc3)CC1)OCO2	1.2	3	2	11	.	-4	5	-4	7	5
72	COc1ccc(CN(C)C(=O)c2oc3ccccc3c2CSC)cc1F	-1.8	-4	-3	-3	-9	-13	0	32	-13	6
